Apaf1 inhib = human Apaf-1 inhibition | O14727 | inhibition, % at 20 µM | hit rate 0.71% among 330,000 | reconstituted apoptosome caspase-3 activity, DEVD-Rh110 fluorescence; active = inhibition of at least 40% at 20 µM;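 note: plate controls were DMSO wells for no effect and DEVD-CHO caspase inhibitor wells for full effect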
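System – cell-free apoptosome with Apaf-1, procaspase-3 and caspase-9 · Buffer or medium – pH 7.5 Hepes buffer with CHAPS, BSA, DTT · Also added – cytochrome c with DEVD-Rh110 · Times – 30 min compound preincubation, 50 min activation, room temperature · Technique – Rh110 fluorescence intensity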
SENP1 inh = inhibitors of human SENP1 SUMO protease catalytic domain | recombinant SENP1 catalytic domain, CyPet-SUMO1-YPet FRET cleavage | inhibition, % at 10 µM | hit rate 0.21% among 360,000 | AID 624204;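 active = inhibition at least 30% at 10 µM, raw YFP signal under a set limit, fluorescence ratio 0.5 to 1.5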;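 note: 0% = enzyme with DMSO and 100% = no enzyme wells; some results filed as inactive read as strong as hits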
Target sequence (Q9P0U3 419-644 limits assumed): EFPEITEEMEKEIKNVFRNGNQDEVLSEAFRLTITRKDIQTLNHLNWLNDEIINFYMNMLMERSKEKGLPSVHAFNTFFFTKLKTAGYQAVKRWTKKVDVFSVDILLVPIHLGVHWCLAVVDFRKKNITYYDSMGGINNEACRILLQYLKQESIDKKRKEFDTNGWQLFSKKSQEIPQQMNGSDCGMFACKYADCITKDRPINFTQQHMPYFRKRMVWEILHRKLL
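material = recombinant human SENP1 catalytic domain, His6-tagged | quantity = 20 pM enzyme | reagent = 25 nM SUMO1 FRET substrate | compound dosing = 10 µM single point, 0.5% DMSO | timing = 50 min enzyme reaction, room temperature, light-protected | detection = FRET, CFP and YFP emission | control set = no-enzyme low, enzyme-DMSO high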
SENP8 block-1 = inhibitors of human SENP8 protease; inhibition, % at 20 µM; Q96LD8; recombinant SENP8, Nedd8 substrate fluorescence; hit rate 0.64% among 360,000; AID 602440; in the data active = inhibition mostly above about 40%, no sharp cut-off; inactive = mostly below about 27%
Target sequence (Q96LD8 whole entry, looked up): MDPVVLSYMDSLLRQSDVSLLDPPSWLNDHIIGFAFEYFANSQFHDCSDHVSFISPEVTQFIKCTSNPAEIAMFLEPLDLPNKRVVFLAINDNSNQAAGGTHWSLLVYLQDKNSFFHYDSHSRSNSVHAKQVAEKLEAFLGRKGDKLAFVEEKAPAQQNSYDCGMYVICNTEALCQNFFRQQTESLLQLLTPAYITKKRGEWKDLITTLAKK
SENP7 block = SENP7 protease inhibition; Q9BQF6; recombinant SENP7, Z-RLRGG-aminoluciferin luminescence, 40 min; inhibition, % at 5 µM; hit rate 1.5% among 330,000; AID 434973;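 active = inhibition above about 50% at the single test dose, limit read from the data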;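 note: plate controls were DMSO with enzyme for no effect and no enzyme buffer wells for full effect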
Target sequence (Q9BQF6 706-1050 limits assumed): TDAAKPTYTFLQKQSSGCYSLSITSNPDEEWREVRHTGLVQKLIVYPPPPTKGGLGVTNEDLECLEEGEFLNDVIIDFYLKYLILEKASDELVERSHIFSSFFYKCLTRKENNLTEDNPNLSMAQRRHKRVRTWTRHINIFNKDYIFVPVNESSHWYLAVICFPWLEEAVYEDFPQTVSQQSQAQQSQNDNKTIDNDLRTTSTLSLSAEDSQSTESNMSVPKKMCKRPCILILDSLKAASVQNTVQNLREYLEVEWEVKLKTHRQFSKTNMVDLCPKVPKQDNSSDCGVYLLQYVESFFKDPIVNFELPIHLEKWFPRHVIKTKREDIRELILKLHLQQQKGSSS
PfG6PD inh = PfG6PD (Plasmodium falciparum) enzyme inhibition. inhibition, % at 20 µM. hit rate 0.78% among 350,000. AID 504690. PfGluPho enzyme, NADPH resazurin-diaphorase fluorescence;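 active = inhibition reaching at least a set limit at 20 µM in the primary screen, cut at about 59% in these data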;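 note: 0% = DMSO wells with substrate and 100% = DMSO wells lacking glucose-6-phosphate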
SENP6 block = blocks the human protease SENP6; Q9GZR1; Recombinant SENP6 catalytic domain, aminoluciferin luminescence; inhibition, % at 10 µM; hit rate 1.8% among 330,000;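 active = inhibition above about 50% at the single tested dose, limit read from the data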;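 note: plate controls were DMSO wells with enzyme for no effect and DMSO wells lacking enzyme for full effect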
HKDC1 inhibitor = inhibitors of human hexokinase HKDC1 | recombinant HKDC1, G6PDH/diaphorase resazurin coupled fluorescence | hit rate 0.16% among 340,000 | Q2TB90 | inhibition, % at 20 µM | AID 493160;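 active = inhibition above about 35% when tested at 20 µM, limit read from the data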;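 note: plate controls were DMSO wells with enzyme for no effect and DMSO wells lacking enzyme for full effect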
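Material: recombinant HKDC1 hexokinase; Amount: HKDC1 at 5 µg/mL; Medium: Tris pH 8.0 buffer with MgCl2, Tween-20, BSA, BME; Schedule: 90 min reaction incubation at room temperature, dark; Technique: coupled resazurin fluorescence, excitation 525 nm, emission 613 nm.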
SENP8 block-2 = inhibitors of human SENP8 protease; Q96LD8; purified SENP8, Z-RLRGG-aminoluciferin cleavage, luminescence; inhibition, % at 10 µM; hit rate 1.2% among 330,000; AID 2540; in the data active = inhibition above about 50%
NALP3 yeast inh = inhibitors of NALP3 inflammasome in yeast. AID 2825. inhibition, % at 10 µM. hit rate 0.39% among 330,000. Yeast reconstituted NLRP3/ASC/caspase-1, beta-gal luminescence, 24 h;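 active = inhibition of 50% or more; inactive = inhibition below 50%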;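 note: plate controls were induced DMSO wells for no effect and uninduced yeast grown without galactose for full effect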
Starred values were filed as active, the others as inactive; i = inactive; nt = not tested or not shown. These rows are one share of the data, so the mix of outcomes need not match the whole.

SMILES	Apaf1 inhib	SENP1 inh	SENP8 block-1	SENP7 block	PfG6PD inh	SENP6 block	HKDC1 inhibitor	SENP8 block-2	NALP3 yeast inh
O=[N+]([O-])c1ccc(N2CCCC2)c2ccncc12	34.3	-7.1	52.8*	46.7	32.3	59.6*	-1.9	18.2	20.2
Cc1cc(N(CCCl)CCCl)ccc1/C=N/NC(=O)c1ccco1	14.6	-27.2	-328.0	-3.1	7.1	-1.7	5.6	7.1	8.6
CCN1C[C@@]2(COC)C3[C@@H](OC)[C@H]4[C@@H]1[C@@]3(C1C[C@H]3[C@H](OC(=O)c5ccccc5)C1[C@]4(OC(C)=O)C[C@H]3OC)[C@@H](OC)C[C@H]2O (stereo partly drawn)	3.6	2.8	7.1	-1.2	2.2	-6.5	-3.3	4.2	11.3
COc1ccc(NC(=S)NC(NC(=O)CF)C(Cl)(Cl)Cl)c([N+](=O)[O-])c1 (stereo not drawn)	-3.9	1.2	3.1	-1.0	-14.0	-36.1	-6.0	-1.3	4.8
C[C@@H]1C[C@@H]([C@H](O)CC2CC(=O)NC(=O)C2)C(=O)[C@@H](C)C1	-0.7	-0.6	8.1	9.5	-7.5	4.1	-2.6	0.5	96.9*
CCOC(=O)C1C(=O)NC2(C)CC1c1cc(OC)ccc1O2 (stereo not drawn)	-17.2	1.4	15.6	7.2	-1.5	0.9	-9.0	2.1	-5.9
CN1CCC(c2c[nH]c3ccccc23)C1 (stereo not drawn)	11.4	-1.3	11.0	-8.5	13.0	-12.5	-1.7	-10.0	15.0
COc1cccc(C2(O)CCN(Cc3ccncc3)CC2)c1	2.8	-1.5	-5.2	-10.0	-6.0	-17.2	-10.1	-5.4	1.7
CCCCN1C(=O)/C(=C/c2ccc(N3CCCCCC3)cc2)C(=O)NC1=S	16.2	nt	nt	-6.7	nt	-15.1	nt	-12.3	12.9
O=C(CCN1CCOCC1)NCC(=O)Nc1ccc(Br)cc1C(=O)c1ccccc1	12.5	3.2	31.6	-4.3	9.7	1.8	-2.2	1.5	4.4
CC(C)OC(=O)Nc1ccc(N=C(N)N[N+](=O)[O-])cc1	-2.4	1.2	13.0	5.0	6.1	-13.4	-9.7	-2.7	3.9
Cc1cccc(N2C(=O)NC(=O)/C(=C\c3cccn3-c3ccc(Cl)cc3)C2=O)c1	16.3	-6.4	10.5	-2.5	2.6	-5.8	19.9	-0.6	10.9
COc1ccc2[nH]c(C)c(CCNCc3cc(OC)c(OC)c(OC)c3)c2c1	3.4	1.6	14.4	6.7	-2.6	-4.7	0.1	-2.9	5.5
CCN(CC)CCCN=Cc1c(O)n(CCc2ccc(F)cc2)c(=O)[nH]c1=O	1.1	-2.0	17.6	2.4	-20.6	-10.1	-13.9	3.6	8.7
O=[N+]([O-])c1cccc(C2N3CCCN23)c1 (stereo not drawn)	-12.4	-0.4	6.9	-1.3	3.5	4.3	-14.6	4.0	13.5
COc1cc(N2CCOCC2)ccc1/C=C1\C(=O)NC(=O)N(C2CCCCC2)C1=O	12.1	0.3	4.5	6.1	6.5	-12.7	-10.0	-3.7	15.1
Cc1c(C(=O)N2CCC3(CC2)OCCO3)oc2ccc(S(=O)(=O)N3CCOCC3)cc12	-0.3	-1.3	25.6	-0.9	-4.4	-5.5	-2.6	1.1	8.0
ClCCN1CCSCC1	nt	-0.4	-1.1	nt	-12.8	nt	-2.3	nt	nt
CC(=O)N1CC(=O)Nc2ccc(F)cc2C1c1ccccc1 (stereo not drawn)	0.8	-0.1	4.0	5.2	-16.2	-5.5	-3.4	7.5	3.5
Nc1c2c(nc3ccccc13)CCN(Cc1ccccc1)C2	9.7	-24.4	-256.2	5.2	-4.4	13.2	8.5	7.5	10.3
Cc1cccnc1-n1c(-c2ccco2)nc2ccccc2c1=O	5.8	0.0	15.5	0.7	6.7	-7.3	-6.9	-7.9	17.4
CCC1(c2ccc(N)cc2)CCC(=O)NC1=O (stereo not drawn)	-25.1	1.7	12.7	4.6	5.0	1.6	-4.7	2.9	6.7
COC(=O)C1=C(c2ccc(F)cc2F)C[C@@H]2CC[C@H]1N2C(=O)NC1CCCCC1	0.9	0.2	22.7	7.7	-5.9	-9.6	-7.1	2.2	7.7
Cc1nn(Cc2ccccc2)c(Cl)c1C(=O)OCC(=O)N1CCCC1	-9.3	-2.4	-4.5	3.1	-19.6	-22.9	-4.7	0.0	11.7
COc1ccccc1CCNC1CCCCCC1	-13.5	2.8	3.3	6.3	-2.8	2.4	-8.2	-2.8	29.5
CCCCCCC(Cl)(Cn1ccnc1)c1ccccc1 (stereo not drawn)	9.9	3.1	18.2	3.2	6.3	-8.5	-1.4	-7.5	22.5
CC(C)CC(=O)NC(Oc1ccc(Cl)cc1)C(Cl)(Cl)Cl (stereo not drawn)	7.7	-0.1	11.8	-1.6	7.2	2.1	1.5	-3.3	-2.3
CCCCn1c(=O)c(C(=O)NCc2ccccc2)c(O)c2ccccc21	-7.9	1.3	-21.5	-5.3	-8.5	-9.6	-7.1	1.3	16.8
Cc1ccc(Cl)cc1-n1c(O)c(C=NCCCN2CCOCC2)c(=O)[nH]c1=O	2.3	-6.9	11.6	-5.4	-2.9	-1.9	0.9	3.0	14.6
COc1ccc(C[C@@H]2c3cc(O)c(OC)cc3CCN2C)cc1O	-1.7	0.5	8.9	-5.6	-4.2	-3.6	-3.9	-3.3	20.7
COC(=O)C1=C(c2cccc(OC)c2OC)C[C@@H]2CC[C@H]1N2C(=O)NCCO	4.4	-1.4	15.0	4.1	-4.5	9.3	1.1	0.9	-9.5
CN(C)CCN=Cc1c(O)n(Cc2ccco2)c(=O)[nH]c1=O	0.5	-1.7	3.0	-8.1	11.8	-7.2	-0.1	-1.2	9.7
O=C(Cn1c2c(c(-c3ccccc3Cl)cc1=O)CCC2)N1CCC2(CC1)OCCO2	-7.1	-0.1	i	-6.3	-7.7	7.4	-24.6	-4.0	-4.4
CCN(CC)c1ccc(CN(C)CCc2ccc(OC)c(OC)c2)cc1	-17.0	2.0	14.5	0.8	4.9	-3.8	-10.7	0.4	9.7
N#Cc1cc2c(nc1SCC(=O)Nc1cc(Cl)cc(Cl)c1)C1CCN2CC1	-2.4	-4.4	7.2	-2.3	4.2	-13.6	-10.5	5.9	7.5
Cc1ccc(N2C(=O)NC(=O)/C(=C/c3ccc(OC(=O)c4cccs4)cc3)C2=O)cc1	-4.0	0.9	10.0	-10.3	-10.0	-12.7	-2.6	-28.7	8.4
FC(F)(F)c1ccccc1CN1CCN(Cc2ccccc2)CC1	10.0	1.5	14.2	-16.7	17.6	-28.7	-11.2	-3.1	9.9
COC(=O)C1=C(c2ccc(C(C)=O)cc2)C[C@@H]2CC[C@H]1N2C(=O)NC1CC1	-2.6	2.5	16.4	5.2	0.5	13.0	-1.4	10.9	-0.2
COc1ccccc1CCNC1CCC(C)CC1 (stereo not drawn)	-6.7	2.4	9.5	7.7	-1.4	-12.1	-10.7	-6.1	-7.9
O=c1[nH]c(=S)n(C2CC2)c(O)c1C=NCCc1ccccc1	-16.8	nt	nt	2.2	-13.0	-15.6	2.0	6.4	-0.4
CCN1CCC2(CC1)NC(=O)c1ccccc1O2	-4.3	3.1	15.0	-4.2	-10.4	-14.1	14.8	-4.0	10.8
Cc1ccc(OCC(=O)N2CCN(Cc3ccc4c(c3)OCO4)CC2)cc1C	12.6	2.0	0.9	-0.6	4.5	-9.8	-6.6	-13.3	18.2
CCCCn1c(O)c(C(C)=NCCCN(CC)CC)c(=O)[nH]c1=O	3.4	-25.7	0.8	1.8	1.6	-6.7	-3.8	-3.2	-17.1
CC1(C)C(=O)C=C[C@]2(C)[C@H]3CC[C@@]4(C)[C@H](c5ccoc5)OC(=O)[C@H]5O[C@]54[C@]3(C)[C@H](O)C[C@@H]12	13.3	nt	nt	5.2	-5.0	-7.5	-5.9	-21.3	20.7
CN(CC1COc2ccccc2O1)c1nc(-c2cccnc2)nc2ccccc12 (stereo not drawn)	26.6	0.4	-23.3	-7.0	-3.9	-3.0	6.5	-14.0	25.8

Results in SENP6 block and PfG6PD inh, for three of the compounds above:
molecule	SENP6 block	PfG6PD inh
CN(C)CCN=Cc1c(O)n(Cc2ccco2)c(=O)[nH]c1=O	-7.2	11.8
O=C(Cn1c2c(c(-c3ccccc3Cl)cc1=O)CCC2)N1CCC2(CC1)OCCO2	7.4	-7.7
CCN(CC)c1ccc(CN(C)CCc2ccc(OC)c(OC)c2)cc1	-3.8	4.9

Further entries follow.
SMILES	Apaf1 inhib	SENP1 inh	SENP8 block-1	SENP7 block	PfG6PD inh	SENP6 block	HKDC1 inhibitor	SENP8 block-2	NALP3 yeast inh
COc1ccc(C(CNC(=O)Cc2ccc(Cl)c(Cl)c2)N2CCCCC2)cc1 (stereo not drawn)	-1.6	-0.9	3.8	2.4	5.2	-12.2	0.1	1.8	3.3
C=CC[C@@H](C)CC(=O)C(CCCN=[N+]=[N-])SOOc1ccccc1 (stereo partly drawn)	19.5	-0.2	6.2	8.0	15.7	0.1	-3.7	5.3	20.7
Cc1c(C)c2ccc(OCC(=O)N3C[C@H]4C[C@@H](C3)c3cccc(=O)n3C4)cc2oc1=O	-3.0	2.9	-170.7	-7.9	-1.0	-5.3	17.9	0.9	10.6
CN(C)/C=C/C(=O)C(Cl)(Cl)Cl	-3.4	2.0	3.2	-2.3	7.6	-2.9	-12.2	0.6	4.9
COc1ccc(CNCCc2ccccc2F)c(OC)c1C	5.0	0.5	26.1	1.9	-11.3	11.1	-1.1	1.8	25.0
CCN1CCC(N(C)C2CCCCC2)CC1	-1.4	-0.5	7.5	4.6	7.2	-6.2	-7.2	-4.5	16.6
FC(F)(F)c1cccc(N2CCNCC2)c1	-4.0	nt	nt	12.9	nt	-10.1	nt	10.7	8.6
COc1ccc2c3c1OC1C(=O)CC[C@@]4(O)[C@@H](C2)N(CC2CC2)CC[C@]314 (stereo partly drawn)	-4.9	0.3	6.4	-1.6	4.8	-4.0	2.1	-3.0	-1.8
CCCOc1ccccc1NP(=O)(Oc1ccccc1)Oc1ccccc1	10.9	-0.4	-0.2	2.6	14.6	-2.7	4.9	-3.1	0.7
O=C(Cn1c(NCCCl)nc2ccccc21)c1ccc(Br)cc1	-4.1	0.9	10.7	-0.8	3.2	-12.7	3.8	-1.4	-3.3
CC(=O)c1cccc(NC(=O)N2C[C@H]3C[C@@H](C2)c2cccc(=O)n2C3)c1	1.9	3.3	16.9	3.0	2.5	-8.9	-2.7	-7.1	14.5
c1ccc2c(c1)CNc1ccccc1O2	5.1	1.5	22.2	-3.8	-2.1	-2.6	0.4	-1.7	-22.0
C#C[C@]1(O)CCC2C3C(=O)C=C4C=CCC[C@]4(C)C3CC[C@@]21C (stereo partly drawn)	nt	-9.3	15.6	nt	-3.3	nt	-1.6	nt	nt

From PubChem
